Assay outcomes deposited in PubChem BioAssay by Emory University Molecular Libraries Screening Center.
14-3-3 PPI = modulators of human 14-3-3 gamma - Raf peptide interaction | AID 422 | hit rate 0.19% among 160,000 | inhibition, % at 40 µM | P61981 | FP, 14-3-3gamma / TMR-pS259-Raf peptide binding; in the data active = inhibition above about 30%;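 note: 0% = protein plus tracer without compound and 100% = blank with tracer alone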
Target sequence (P61981 whole entry, looked up): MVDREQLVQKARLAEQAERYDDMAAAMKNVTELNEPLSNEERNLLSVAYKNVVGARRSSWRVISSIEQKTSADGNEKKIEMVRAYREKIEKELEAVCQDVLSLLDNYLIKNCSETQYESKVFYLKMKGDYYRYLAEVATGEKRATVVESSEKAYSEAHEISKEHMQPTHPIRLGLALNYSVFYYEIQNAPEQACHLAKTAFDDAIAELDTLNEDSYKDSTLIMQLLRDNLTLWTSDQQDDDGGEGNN
* hit, by the source's call; & = joins results of further samples.

SMILES	14-3-3 PPI
CC1CCN(C(=S)c2ccccc2O)CC1	-6
CCOC(=O)c1c(-c2ccc(OC)cc2)oc2ccc(OC(=O)c3cccs3)cc12	-17
CC(=O)Oc1ccc(C2C(C(=O)OCc3ccccc3)=C(C)N=C3SCCC(=O)N32)cc1 (stereo unspecified)	-7
COc1cc(OC)cc(C(=O)Nc2ccc(-c3nc4cc(C)cc(C)c4o3)cc2)c1	-31
COc1cc2c(cc1OC)C1C(C(=O)Nc3ccc4c(c3)OCCO4)c3ccccc3C(=O)N1CC2 (stereo unspecified)	2
CCOc1ccccc1C(=O)N(CN1CCCC1=O)c1cccc(Cl)c1	-1
CC(=O)N1CC(C)C(=O)Nc2c1cc(Br)cc2[N+](=O)[O-] (stereo unspecified)	3
CN1CCN(S(=O)C23CC4CC(CC(C4)C2)C3)CC1 (stereo unspecified)	-2
Cc1cc(C)cc(NC(=O)CSc2oc(-c3ccco3)nc2S(=O)(=O)c2ccccc2)c1	-39
COCC(C)NC(=O)C1CC(=O)N(c2ccc(C)cc2)C1 (stereo unspecified)	-6
COc1cccc(-c2nn(C)c3sc(C(=O)NCCCN4CCOCC4)cc23)c1	-10
CC(C)(C)n1nc2c(c1NC(=O)c1cccc(Br)c1)CS(=O)C2 (stereo unspecified)	-7
Cc1sc2nc(Cc3ccccc3)nc(Nc3ccc(O)cc3)c2c1C	-1
CC(NC(=O)CSc1ncccn1)c1ccccc1 (stereo unspecified)	-3
O=S(=O)(NCC1CCCO1)c1ccc2ccccc2c1 (stereo unspecified)	-14
C=CCn1c(=S)[nH]c2ccccc2c1=O	10&7
Nc1cc(OC(=O)c2ccc(F)cc2)nn1S(=O)(=O)c1ccc(Br)cc1	-1
CCOC(=O)CSc1nnc(-c2cccnc2)n1-c1ccccc1	8
COc1ccc2cc3cc(C(=O)NCCCN4CCCCCC4)sc3nc2c1	-125
CCC(C(=O)NCc1ccc(F)cc1)N(Cc1ccco1)C(=O)c1snc(C(N)=O)c1N (stereo unspecified)	-5
Cc1ccc(C(=O)N2c3ccc(F)cc3CCC2C)o1 (stereo unspecified)	6
COc1ccc(CCNC(=O)CC2Oc3ccc(Cl)cc3NC2=O)cc1OC (stereo unspecified)	-7
CC1=NN(C(=O)c2ccc(-n3cccc3)cc2)C(O)(C(F)(F)F)C1 (stereo unspecified)	-27
CCN(C(=O)c1cn(C)c(=O)c2cc(OC)c(OC)cc12)c1cc(OC)ccc1OC	-6&-1
O=C1CC(N2CCN(Cc3ccccc3)CC2)C(=O)N1c1ccccc1C(F)(F)F (stereo unspecified)	-4
CC(=O)C1=C(C)NC(C)=C(C(C)=O)C1c1cccs1	-5
c1ccc(-n2c3c(c4ccccc42)CCC3)cc1	0
O=C(NCCc1csc(-c2cccnc2)n1)c1ccc(Br)o1	-2
Cc1ccc(-c2ccc(C(=O)O)[nH]2)cc1	-15
CN1CCN(S(=O)(=O)c2ccc(NC(=O)Nc3cccc(Cl)c3)cc2)CC1	-5
O=C1OC(C(=O)Nc2cc(C(F)(F)F)ccc2Cl)Cc2ccccc21 (stereo unspecified)	7
COC(=O)[C@@H](NC(=O)NCc1ccco1)C(C)C	-8
COCCN(CCOC)c1ncnc2c1cnn2-c1ccc(Cl)cc1	-4
Cn1c(SCC(=O)NCc2ccc3c(c2)OCO3)nnc1-c1cc2ccccc2cc1O	-2
COc1ccc(C2CC(c3c(-c4ccccc4)c4cc(Br)ccc4[nH]c3=O)=NN2C(=O)CCC(=O)O)cc1 (stereo unspecified)	-10
CCOc1ccc(CC(=O)Nc2c(C(N)=O)oc3ccc(Br)cc23)cc1OCC	-1
COc1ccc2[nH]c(C)c(CN3CCCCC3)c(=O)c2c1	-2&-10
O=C(Oc1ccc(Br)cc1)C1CC(=O)N(c2ccc(F)cc2)C1 (stereo unspecified)	6
CC(=O)N1CCN(c2ccc(NC(=O)c3ccc(C)c([N+](=O)[O-])c3)cc2)CC1	2
Cn1ncc2c(Nc3ccc(C(=O)O)cc3)ncnc21	-6
CCOc1ccccc1C(=O)Nc1cc(OC)ccc1OC	6
Cc1cccc(NC(=O)CN(C)S(=O)(=O)c2cnc[nH]2)c1	1
CCN(CC)c1ccc(N)c(C)c1	-70
CC12CC(NC(=O)N1c1cccc(C(=O)NCc3cccnc3)c1)c1cc(Cl)ccc1O2 (stereo unspecified)	-4
Cc1ccc(CCNC(=O)CCn2nc(-c3ccc(C)cc3)ccc2=O)cc1	-9

Quoted from the listing:
`Cc1ccc(CCNC(=O)CCn2nc(-c3ccc(C)cc3)ccc2=O)cc1` in 14-3-3 PPI: -9
`COC(=O)[C@@H](NC(=O)NCc1ccco1)C(C)C` in 14-3-3 PPI: -8
`COc1ccc2[nH]c(C)c(CN3CCCCC3)c(=O)c2c1` in 14-3-3 PPI: -2&-10

More results follow.
SMILES	14-3-3 PPI
O=C(NC1CCCc2ccccc21)c1cc(=O)[nH]c2ccc(S(=O)(=O)N3CCOCC3)cc12 (stereo unspecified)	1
CCS(=O)(=O)CCSc1nc(C)cc(C)n1	-8&3
O=C(O)C1CC=CCC1C(=O)NCc1cn(-c2ccccc2)nc1-c1ccccc1 (stereo unspecified)	-2
Cc1c(C(=O)Nc2ccc([N+](=O)[O-])cc2)sc2ncn(Cc3cccc(F)c3)c(=O)c12	-10
COc1ccc(C(=O)CSc2nnc(-c3cc4ccccc4cc3O)n2Cc2ccco2)cc1	3
N#Cc1nc(Cc2ccccc2)oc1N1CCC(Cc2ccccc2)CC1	-5
COc1ccccc1-c1nnc2n1N=C(C)CS2	0
COc1cc(NC(=O)c2ccccc2)c(OC)cc1NC(=O)CN1CCN(c2ccccn2)CC1	-4
CCOC(=O)C1=C(CC)Nc2ccccc2N=C1NC(=O)Nc1ccccc1OC	-7
CCCN(C(=O)Cc1c(C(=O)O)[nH]c2ccccc12)c1cccc(Cl)c1	0
CCc1ccccc1NS(=O)(=O)c1cnc[nH]1	-5
COc1ccc(NS(=O)(=O)c2ccc3c(c2)CCN3C(C)=O)cc1Cl	-9
O=C(Nc1cccc(-c2nc3ccccc3s2)c1)c1ccc(S(=O)(=O)N2CCCc3ccccc32)cc1	-6
CC(C)OC(=O)c1cccc(C(=O)O)n1	-4
CCCc1nnc(NC(=O)CCN2C(=O)c3ccccc3C2=O)s1	-4

Filtered by structure: those above with a furan ring, fused or not.
SMILES	14-3-3 PPI
CCOC(=O)c1c(-c2ccc(OC)cc2)oc2ccc(OC(=O)c3cccs3)cc12	-17
Cc1cc(C)cc(NC(=O)CSc2oc(-c3ccco3)nc2S(=O)(=O)c2ccccc2)c1	-39
CCC(C(=O)NCc1ccc(F)cc1)N(Cc1ccco1)C(=O)c1snc(C(N)=O)c1N (stereo unspecified)	-5
Cc1ccc(C(=O)N2c3ccc(F)cc3CCC2C)o1 (stereo unspecified)	6
O=C(NCCc1csc(-c2cccnc2)n1)c1ccc(Br)o1	-2
COC(=O)[C@@H](NC(=O)NCc1ccco1)C(C)C	-8
CCOc1ccc(CC(=O)Nc2c(C(N)=O)oc3ccc(Br)cc23)cc1OCC	-1
COc1ccc(C(=O)CSc2nnc(-c3cc4ccccc4cc3O)n2Cc2ccco2)cc1	3

(listing goes on)
SMILES	14-3-3 PPI
Cc1ccc(N2C(=O)CC(N3CCOCC3)C2=O)cc1 (stereo unspecified)	-19
Cc1cc(NC(=O)c2ccc3c(c2)OCO3)no1	-4
C=C(C)CN1CCN(c2cc(C)c(C#N)c3nc4ccccc4n23)CC1	-34
CC(C(=O)NCc1ccco1)N(c1ccccc1)S(C)(=O)=O (stereo unspecified)	-14
COC(=O)C1=C(C(=O)OC)SC(=C2C(=S)C(C)(C)N(C(=O)c3ccc(F)cc3)c3c(OC)cccc32)S1	8
CCC(C)NC(=O)CSc1nnc(-c2ccc(C)cc2)c(-c2ccc(C)cc2)n1 (stereo unspecified)	-6
CC12CC(NC(=O)N1c1cccc(C(=O)N3CCN(c4ccccc4F)CC3)c1)c1ccccc1O2 (stereo unspecified)	2
O=C(Nc1ccc([N+](=O)[O-])cc1Br)c1cccc([N+](=O)[O-])c1	-9
Cc1cccc(C)c1NC(=O)CSc1nnc(-c2ccco2)n1N	-8
COCCOC(=O)C1=C(C)NC2=C(C(=O)C(C(=O)OC)C(C)C2)C1c1ccc(N(C)C)cc1 (stereo unspecified)	-1
Cc1ccsc1C1C2=C(CC(C)(C)CC2=O)Nc2ncnn21 (stereo unspecified)	-8
CCOC(=O)c1c(NC(=O)C2(c3ccccc3)CCCC2)sc2c1CC(C)(C)OC2	0
O=C(CCS(=O)(=O)c1ccc(Br)s1)NC1CCCC1	-3
CC1=C(C(=O)OCCc2ccccc2)C(c2coc3ccc(C)cc3c2=O)C2=C(CC(c3cccs3)CC2=O)N1 (stereo unspecified)	2
Cc1cc(C(=O)N(C2CCCCC2)C2CCCCC2)no1	0&4
CNc1ccc([N+](=O)[O-])cc1-n1cc2c(c1-c1ccc(OC)cc1)c(=O)n(C)c(=O)n2C	-17
CC(=O)c1c(C)oc2c(Br)cc(NS(=O)(=O)c3ccccc3)cc12	1
CC1=C(C(=O)OCCCCl)C(c2ccccc2Cl)NC(=O)N1 (stereo unspecified)	-11
CCOC(=O)c1c(C)n(CC)c2ccc(OC(=O)COc3ccc(C)cc3)cc12	-5
O=C(CSc1ccc2nnc(-c3ccc(F)cc3)n2n1)NCC1CCCO1 (stereo unspecified)	-8
Cc1ccccc1C1(C)CCOCC1	3
O=C(Cn1ncc2c(=O)oc3ccccc3c21)N1CCCCC1	-8
O=C(Cn1c(=O)[nH]c2ccccc2c1=O)NCCc1ccc(Cl)cc1	-6
O=C1C2Sc3[nH]c(=O)sc3C(c3ccc(O)cc3)C2C(=O)N1c1ccc(Cl)cc1 (stereo unspecified)	-51
CCOC(=O)C1CCN(S(=O)(=O)c2ccc(Cl)c(C(=O)Nc3ccc(Cl)cc3)c2)CC1	16
CCOC(=O)C1CCN(Cc2ccc(O)c3ncccc23)CC1	0
O=C(O)CCCC(=O)c1ccccc1	-18
COC(=O)C(C)Sc1nc2c(cnn2-c2ccc(C)cc2)c(=O)[nH]1 (stereo unspecified)	-6&8
COc1ccc(CCNC(=O)c2cc(-c3ccc4c(c3)OCO4)on2)cc1OC	-8&-16
CC1=NN(C(=O)COc2ccccc2)C(O)(c2ccccc2)C1 (stereo unspecified)	-9
CC(=O)Oc1ccc(-c2nc3ccc(OC(C)=O)cc3c(=O)o2)cc1	-12
Cc1ccccc1CN1CCNC1=O	4
O=C(O)c1ccccc1C(=O)Nc1ccccn1	-11
COc1ccc2nc3sc(C(=O)Nc4cccc(SC)c4)cc3cc2c1	-4
COc1cccc(-c2nc3sc4c(c3c(=O)n2CC(=O)NCc2ccccc2)CCCC4)c1	-1
CC(C)N1Cc2c(sc3c2CCCC3)N(C(=O)c2ccccc2)C1	-15
CN1C(=O)CC(N2CCN(CC(=O)N3CCCC3)CC2)C1=O (stereo unspecified)	-8
O=C(CCCn1c(=O)[nH]c2ccsc2c1=O)NCCc1ccccc1	-5
CC(C)(C)c1ccc(C(=O)CC2(O)C(=O)N(CCCC#N)c3ccccc32)cc1 (stereo unspecified)	-2
Cc1cccc(NC(=O)C2CCN(S(=O)(=O)c3cccs3)CC2)c1C	-3
O=C(Nc1nnc(-c2ccccc2Cl)o1)c1ccc(S(=O)(=O)N2CCCCCC2)cc1	1
CN1C(=O)C(CCC(=O)O)NC1=S (stereo unspecified)	0
CCOC(=O)C1CCN(S(=O)(=O)c2ccc3c4c(cccc24)C(=O)N3)CC1	-4
COc1ccc(-c2csc(NC(=O)c3ccc(S(=O)(=O)N4CC(C)CC(C)C4)cc3)n2)cc1OC (stereo unspecified)	10
Cc1ccc(/C(O)=C2\C(=O)C(=O)N(CCCN(C)C)C2c2cccc(Br)c2)cc1 (stereo unspecified)	3

7 compounds out of the list, ordered by SMILES length, smallest number first.
SMILES	14-3-3 PPI
CN1C(=O)C(CCC(=O)O)NC1=S (stereo unspecified)	0
O=C(O)c1ccccc1C(=O)Nc1ccccn1	-11
Cc1cccc(NC(=O)C2CCN(S(=O)(=O)c3cccs3)CC2)c1C	-3
CCOC(=O)C1CCN(S(=O)(=O)c2ccc3c4c(cccc24)C(=O)N3)CC1	-4
CC(C)(C)c1ccc(C(=O)CC2(O)C(=O)N(CCCC#N)c3ccccc32)cc1 (stereo unspecified)	-2
Cc1ccc(/C(O)=C2\C(=O)C(=O)N(CCCN(C)C)C2c2cccc(Br)c2)cc1 (stereo unspecified)	3
COc1ccc(-c2csc(NC(=O)c3ccc(S(=O)(=O)N4CC(C)CC(C)C4)cc3)n2)cc1OC (stereo unspecified)	10

(next part)
SMILES	14-3-3 PPI
CCOC(=O)C1=C(C)Nc2nnnn2C1c1ccc(OCC)c(OC)c1 (stereo unspecified)	5
COc1cc(C)c(S(=O)(=O)n2ccc(C)n2)cc1C	-7
COc1ccc(OC)c(NC(=O)C23CCC(C)(C(=O)O2)C3(C)C)c1 (stereo unspecified)	8
O=C(NC1CCCCC1)c1ccc(S(=O)(=O)NCc2cccnc2)cc1	-4
COCCOC(=O)c1c2c(n3ccccc13)C(=O)c1ccccc1C2=O	-6
COc1ccc(S(=O)(=O)NCc2ccc(C(=O)O)cc2)cc1	1&-1
COc1ccc(C=Nc2c(C)n(C)n(-c3ccccc3)c2=O)cc1	-14
COc1ccc(NC(=O)CNS(=O)(=O)c2ccc3nc(C)sc3c2)c(OC)c1	-1
COc1ccc(CC(NC(C)=O)C(=O)N2CCN(C(=O)N(C(C)C)C(C)C)CC2)cc1 (stereo unspecified)	-4
O=C(c1ccncc1)N1CCN(CC=Cc2ccccc2)CC1	1
CCN(CC)C(=O)COn1c(SCC(=O)N(CC)CC)nc2ccccc2c1=O	0
CCOc1ccc(C)cc1S(=O)(=O)n1ccc(C)n1	2
COC(=O)CCN1C(=O)NC2NC(=O)NC21 (stereo unspecified)	-8
COc1ccc(S(=O)(=O)N2CCN(c3ccccn3)CC2)cc1OC	3&4
c1coc(CNc2ncnc3c2sc2nc(N4CCOCC4)c4c(c23)CCCC4)c1	-1
COc1cc(Oc2ccccc2)nc(N)n1	-12

3 entries out of the list above, arranged by the value under 14-3-3 PPI, smallest number first.
compound,14-3-3 PPI
COC(=O)CCN1C(=O)NC2NC(=O)NC21 (stereo unspecified),-8
O=C(NC1CCCCC1)c1ccc(S(=O)(=O)NCc2cccnc2)cc1,-4
CCOc1ccc(C)cc1S(=O)(=O)n1ccc(C)n1,2

An excerpt; count on the stated rates, not on these rows.
